UPR XBP1 act: activators of adaptive arm of unfolded protein response (XBP1) | CHO-XBP1 luciferase reporter, IRE1-XBP1 UPR activation, luminescence; percent of tunicamycin response, DMSO as zero | activation, % at 20 µM | hit rate 0.33% among 330,000;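 active means versus positive control, 20 µM dose yields 30% or more activation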;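 further: 100% = tunicamycin at 10 µg/mL and 0% = DMSO only wells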
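Material: IRE1-XBP1 luciferase reporter CHO line / Quantity: one thousand reporter cells per well / Buffer or medium: F12 with 10% serum / Compound: 20 µM single concentration, DMSO 1% / Times: 6 h treatment, 37 °C / Detection: Steady-Glo luciferase glow luminescence, 10 min after reagent addition / Benchmarks: tunicamycin high, DMSO low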
Mdm2 MdmX PPI: inhibitors of human Mdm2/MdmX interaction; hit rate 3% among 330,000; O15151+Q00987; inhibition, % at 8 µM; SaOS-2 split-luciferase Mdm2/MdmX complementation, luminescence;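 active means inhibition of at least 50% at 8 µM in the primary screen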
APJ ag: activates the human apelin receptor APJ. AID 2520. hit rate 0.11% among 330,000. CHO-K1 APJ PathHunter beta-arrestin, luminescence; 0% DMSO wells, 100% apelin. activation, % at 20 µM. P35414;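 active means activation more than six SD over the plate average, tested at 20 µM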;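 further: 0% = DMSO alone and 100% = apelin-13 at 10 nM; some results filed as inactive read as strong as hits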
Target sequence (P35414 whole entry, looked up): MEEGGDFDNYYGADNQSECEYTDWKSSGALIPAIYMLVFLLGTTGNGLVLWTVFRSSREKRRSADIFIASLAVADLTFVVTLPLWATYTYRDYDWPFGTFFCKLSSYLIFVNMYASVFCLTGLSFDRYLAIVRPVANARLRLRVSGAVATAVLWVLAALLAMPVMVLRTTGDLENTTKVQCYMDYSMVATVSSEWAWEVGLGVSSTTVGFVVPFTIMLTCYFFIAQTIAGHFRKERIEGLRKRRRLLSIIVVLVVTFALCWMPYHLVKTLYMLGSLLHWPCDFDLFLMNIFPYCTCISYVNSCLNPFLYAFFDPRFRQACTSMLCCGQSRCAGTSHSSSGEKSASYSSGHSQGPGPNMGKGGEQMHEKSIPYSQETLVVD
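Material: engineered CHO-K1 APJ arrestin reporter cells; amount: 1000 CHO-K1 reporter cells seeded per well; incubation: compound stimulation 90 min at 25 °C, detection 60 min; signal: luminescent beta-gal fragment complementation, chemiluminescent substrate; read-out basis: APJ agonist activity; controls: DMSO-only wells as negative, 10 nM Apelin-13 as positive control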
CXCR6 inh: CXCR6 (human) receptor inhibition. CHO-K1 PathHunter CXCR6 beta-arrestin, luminescence. inhibition, % at 20 µM. hit rate 0.36% among 360,000. AID 602244; in the data active means inhibition above about 34%, passing the limit was not always enough;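 further: antagonist mode with CXCL16 agonist at 10 nM final; 0% = 10 nM CXCL16 with DMSO and 100% = unstimulated wells without agonist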
Target sequence (O00574 whole entry, looked up): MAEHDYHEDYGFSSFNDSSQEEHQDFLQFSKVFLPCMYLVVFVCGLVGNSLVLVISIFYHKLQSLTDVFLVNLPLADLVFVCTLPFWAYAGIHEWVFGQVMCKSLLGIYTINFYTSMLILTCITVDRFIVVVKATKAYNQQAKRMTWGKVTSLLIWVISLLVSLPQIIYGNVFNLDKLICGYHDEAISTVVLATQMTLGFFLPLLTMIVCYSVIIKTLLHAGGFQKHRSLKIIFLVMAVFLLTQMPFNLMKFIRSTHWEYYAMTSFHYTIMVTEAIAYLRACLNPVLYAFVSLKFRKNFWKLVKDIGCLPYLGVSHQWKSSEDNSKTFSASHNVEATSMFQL
tim23-1 inh: tim23-1 yeast growth inhibition; S. cerevisiae tim23-1 growth, BacTiter-Glo luminescence, 24 h; inhibition, % at 20 µM; hit rate 1.3% among 330,000;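 active means growth inhibition of the mutant yeast at or above 50%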;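 further: temperature-sensitive mutant grown at 25 °C; plate controls were DMSO-treated mutant yeast for no effect and medium wells lacking yeast for full effect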
TIM10 inh: TIM10 yeast growth inhibition; S. cerevisiae TIM10 strain growth, BacTiter-Glo luminescence, 24 h; inhibition, % at 10 µM; hit rate 1.4% among 330,000;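 active means inhibition of 40% or more at the single tested concentration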;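 further: wild-type TIM10 isogenic control strain grown at permissive 25 °C; 0% = DMSO yeast wells and 100% = minimal medium wells without yeast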
CHOP UPR activ: apoptotic UPR (CHOP) activation | CHO-CHOP luciferase reporter, luminescence; percent of tunicamycin response over DMSO baseline | activation, % at 10 µM | hit rate 0.34% among 330,000 | AID 449763;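 active means at 10 µM dose, activation of 40% or more, normalized to positive control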;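 further: 100% = tunicamycin at 10 µg/mL and 0% = DMSO alone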
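System: CHO CHOP reporter cells. Amount: 500 cells per well. Buffer or medium: F12 medium, 10% FBS. Compound dosing: one dose, 10 µM in 0.5% DMSO. Incubation: 6 h compound exposure at 37 °C after overnight seeding. Technique: Steady-Glo luciferase luminescence. Benchmarks: tunicamycin and DMSO controls.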
tim10-1 inh: inhibits growth of tim10-1 mutant yeast. S. cerevisiae tim10-1 ts strain growth, BacTiter-Glo, 24 h. inhibition, % at 20 µM. hit rate 2.2% among 330,000. AID 463190;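 active means inhibition of at least 40%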;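 further: mutant grown at 25 °C; 0% = DMSO wells with yeast and 100% = wells holding no yeast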
APJ antag: APJ receptor antagonism; P35414; CHO-K1 APJ beta-arrestin complementation, luminescence; inhibition, % at 20 µM; hit rate 0.32% among 330,000; AID 2521;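 active means inhibition above about 40% at 20 µM, limit read from the data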;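 further: cells challenged with 10 nM apelin-13 agonist together with compound; plate controls were apelin-13 plus DMSO wells for no effect and DMSO wells lacking apelin-13 for full effect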
* marks the source's active call; other numbers are inactive results. The list is partial; count on the stated rates, not on these rows.

SMILES | UPR XBP1 act | Mdm2 MdmX PPI | APJ ag | CXCR6 inh | tim23-1 inh | TIM10 inh | CHOP UPR activ | tim10-1 inh | APJ antag
O=C(Nc1cccc(F)c1)C1CC(=O)N(c2ccc(Br)cc2)C1 (configuration not stated) | -2 | 9 | -2 | -5 | 27 | 15 | 0.5 | 25 | 11
Cc1ccc(C)c(OCCC(=O)Nc2ccc3c(c2)OCO3)c1 | -1 | 16 | -1 | 8 | 25 | -3 | 1.2 | 4 | 10
Cn1c(=O)c2c(nc(NCc3cccnc3)n2Cc2ccccc2Cl)n(C)c1=O | -3 | 2 | -1 | -7 | 2 | 13 | -1.3 | 12 | 5
C=CCN(c1ccccc1)S(=O)(=O)c1cccc(C(=O)OCC(=O)NCCOC)c1 | -3 | -6 | -4 | 2 | -8 | -30 | -0.6 | -30 | 15
O=C(O)c1cccc(COCC(F)(F)C(F)F)c1 | 2 | -1 | -3 | 1 | -5 | 0 | 1.5 | 11 | -8
O=C(Nc1ccnc(-c2cccnc2)n1)c1ccc(Cl)c(Cl)c1 | -2 | 2 | -3 | 3 | 3 | 9 | 0.6 | 19 | 18
Cc1ccc(NS(=O)(=O)c2ccc3[nH]c(=O)sc3c2)cc1 | 0 | 4 | -2 | 2 | 17 | -16 | -0.7 | -13 | -7
COc1cccc(CNS(=O)(=O)c2ccc(N3CCCC3=O)cc2)c1 | -5 | 26 | -4 | -3 | -2 | -5 | 1.0 | 8 | 4
COc1ccc(N/N=C(\C=N\O)C(=O)c2ccc(OC)cc2)cc1 | 24 | 56* | -2 | 14 | 26 | 23 | -0.6 | 28 | 19
C[C@]12C(=O)N(c3cccc(Cl)c3)C(=O)N1[C@H]1c3ccccc3OC[C@@H]1[C@H]2c1ccccc1 | -2 | 24 | 6 | -4 | 27 | 20 | -0.4 | 20 | -64
O=C(Nc1cccc(C(F)(F)F)c1)Nn1cnnc1 | -1 | 23 | 5 | -4 | -3 | 6 | -0.8 | -14 | -3
CC1CCc2nn(CC(=O)NCc3ccc4c(c3)OCO4)cc2C1 (configuration not stated) | -2 | 11 | -2 | 2 | 13 | 5 | -0.2 | 2 | 11
Cc1cccn2c(CNC3CCCc4ccccc43)c(C(=O)N3CCCCC3)nc12 (configuration not stated) | 1 | 27 | -4 | -1 | 14 | 14 | -0.7 | 9 | 12
COc1ccc(N2CCN(C(=O)C3CCN(S(=O)(=O)c4c(C)noc4/C=C/N(C)C)CC3)CC2)cc1 | -4 | 2 | 1 | -3 | 7 | 1 | -1.0 | 13 | 11
CN(C(=O)CSc1nnc(Nc2ccccc2)s1)C1CCS(=O)(=O)C1 (configuration not stated) | -1 | -6 | -9 | 8 | 8 | -13 | -1.1 | 9 | 13
CCOC(=O)c1cc(CN2CCOCC2)oc1-c1ccccc1 | 2 | 19 | 9 | 0 | 4 | 13 | -1.7 | 3 | 11
CC(N=Cc1ccccc1O)c1ccccc1 (configuration not stated) | -2 | 6 | -1 | -5 | 14 | -9 | 0.4 | -3 | 9
Cc1cnc(C(=O)OCC(=O)Nc2cc(-c3cc(C)c(C)cc3C)nn2-c2ccccc2)cn1 | 1 | 20 | 0 | 2 | 11 | 9 | -0.7 | 3 | -6
CN(Cc1ccccc1)C(=O)C1CCC(CNS(=O)(=O)c2cccc3cccnc23)CC1 (configuration not stated) | -1 | 14 | -3 | 2 | 10 | -9 | 0.9 | 2 | 17
CN(C(=O)COC(=O)CCc1nc2ccccc2c(=O)[nH]1)C1CCS(=O)(=O)C1 (configuration not stated) | -4 | -2 | 0 | 1 | 7 | 1 | -1.5 | -4 | 20
COc1ccc(-n2ncc3c(=O)n(CC(C)=O)cnc32)cc1 | -2 | 4 | 0 | 1 | 0 | 1 | 2.5 | -6 | 11
O=C(N/N=C\c1c(O)ccc2ccccc12)c1cncc(Br)c1 | -2 | 83* | -4 | -6 | 47 | -45 | -4.7 | -17 | -10
CC(=O)N1CCOc2ccc(S(=O)(=O)NCCc3ccc(S(N)(=O)=O)cc3)cc21 | -2 | 7 | -1 | 1 | -16 | 4 | -1.5 | 0 | -10
CC1(OC(=O)CCc2ccccc2)C(=O)C=C2C=C(c3ccc(C#N)cc3)N(CCN3CCOCC3)C=C2C1=O (configuration not stated) | 1 | -15 | 12 | -23 | -7 | 1 | 0.4 | -10 | -70
CCOc1ccc(CNC(=O)c2ccc(Sc3ccc(C)cc3)c(NC(C)=O)c2)cc1OC | -3 | 31 | -2 | -2 | 4 | 4 | -0.5 | 6 | -8
O=C(NC1CCCCC1)[C@H](O)[C@@H](O)C(=O)NC1CCCCC1 | -4 | -2 | -2 | -5 | 19 | -10 | 0.3 | 7 | -2
CCN(CC)c1ccc(C=Nc2ccc(C)cc2C)c(O)c1 | 0 | 8 | 4 | 2 | 15 | -7 | 6.7 | 9 | 7
Cc1nn(CC(=O)NC(=O)c2ccccc2)c(C)c1[N+](=O)[O-] | 0 | -19 | 1 | 8 | -2 | 4 | -0.2 | -6 | -5
Cc1ccc(-c2csc(NC(=O)CN3CCC(C(N)=O)CC3)n2)cc1 | 2 | 26 | -3 | -6 | 7 | 12 | 3.1 | 29 | -5
CN(C(=O)CSc1nnc(CNC(=O)c2ccccc2)o1)c1ccccc1 | -1 | 14 | -4 | -10 | 17 | 5 | 0.3 | 17 | -12
CN(C)CCCCCCCCCCC(=O)/C=N/O | -1 | 2 | 0 | 7 | 17 | 22 | -0.2 | 17 | 11
COCCn1c(SCC(=O)c2c[nH]c3ccccc23)nnc1-c1ccncc1 | 0 | 23 | 0 | -18 | 3 | 8 | 1.4 | -9 | -6
CC(C)c1ccc(C2CC(c3ccc(Br)cc3)=NN2C(N)=S)cc1 (configuration not stated) | 3 | -46 | 0 | 17 | 15 | 17 | 6.4 | 21 | 4
O=C(N/N=C/c1ccco1)Nc1ccccc1 | 1 | -33 | 1 | -5 | -5 | 9 | 4.5 | -17 | 6
CC(Sc1ccc(Br)cc1)C(N)=O (configuration not stated) | -3 | -20 | 5 | 2 | 9 | -7 | -1.4 | 13 | -33
CCCCCCCCOC(=O)/C=C/c1c(C)[nH]c(=O)[nH]c1=O | -2 | 14 | 2 | 0 | 0 | 2 | 0.3 | -12 | -11
CCSc1nc(=O)n(-c2ccccc2)c(C)c1C(C)=O | -3 | -1 | 2 | -1 | 1 | -10 | 1.6 | -14 | 10
O=C(/C=C(\c1ccc(Cl)cc1)n1cncn1)c1ccc(Cl)cc1 | 3 | 40 | -3 | 7 | 35 | 10 | 0.8 | 3 | -18
Fc1ccc(/C=N/Nc2ccccn2)cc1 | 5 | -7 | -1 | 3 | 4 | 12 | 4.4 | 13 | -7
CN(C)C(=O)CNC(=O)CN1C(=O)NC2(CCCc3sccc32)C1=O (configuration not stated) | -3 | 9 | 0 | -1 | -3 | 3 | -1.1 | -25 | -9
CCN(C(=O)COC(=O)CC(C)c1ccccc1)c1c(N)n(Cc2ccccc2)c(=O)[nH]c1=O (configuration not stated) | -1 | -2 | -2 | 2 | -1 | 0 | 3.9 | -6 | 1
CCOC(=O)c1ccccc1NC(=O)c1ccc2nccnc2c1 | 3 | 18 | -3 | -2 | 24 | 15 | 1.2 | 4 | 15
Clc1ccc(N2CCN(c3cnc4ccccc4n3)CC2)cc1 | 2 | -34 | -5 | -9 | 1 | 18 | 1.1 | 6 | 10
CN(C)c1ccc(/C=C(/NC(=O)c2ccccc2)C(=O)NCCN2CCOCC2)cc1 | -1 | 2 | -4 | -2 | -2 | -1 | -0.4 | -2 | 10
C=CCC1(CC=C)CCCN1C(=O)CC1C(=O)NCCN1Cc1ccccc1OC (configuration not stated) | -1 | 16 | 0 | 3 | 14 | 2 | -1.1 | 7 | 6
COc1cccc(/C=C/C(=O)c2c(O)cc(C)oc2=O)c1O | 3 | 19 | -10 | -2 | 25 | 36 | 26 | 28 | 8
CN1CCN(C(=O)C2=C[C@@H](c3ccccc3)C[C@@H](OCc3ccc(CO)cc3)O2)CC1 | 2 | -27 | 7 | 2 | 18 | 5 | 0.1 | -1 | -3
CCOc1cc(C)c(C(C)C)cc1S(=O)(=O)n1cnc(C)c1 | 0 | 43 | -5 | 12 | 24 | 34 | 2.1 | 33 | 14
Cc1ccc(CCNC(=O)CNC(=S)N(Cc2ccccc2)Cc2cccnc2)cc1 | -3 | -6 | 2 | -3 | 9 | 5 | 0.7 | 27 | 6
Cc1ccc(N(CCC#N)C(=O)CCl)cc1C | -5 | 100* | -3 | -2 | 18 | 7 | 4.1 | 21 | -5
c1ccc(OCCOc2ccccc2-c2nnco2)cc1 | 0 | 5 | -4 | 4 | -10 | -3 | 1.9 | 23 | 0
COc1ccc(CC(=O)OCC(=O)NCc2ccccc2Cl)cc1 | -1 | 24 | -2 | 0 | 9 | -16 | -1.7 | 12 | -2
CCCCOC(=O)c1nnc(-c2ccc(Cl)cc2)o1 | -3 | 27 | 3 | -8 | 6 | 4 | -1.6 | 1 | 17
Cc1cc(C)cc(OCC(=O)N(Cc2ccccc2)C2CCS(=O)(=O)C2)c1 (configuration not stated) | 2 | 1 | -3 | -2 | 10 | 15 | 1.9 | 2 | 15
COc1cc(CNCCC2CCOC(C)(C)C2)ccc1O (configuration not stated) | -5 | 20 | -1 | 4 | 3 | -17 | 1.1 | -6 | 1
Cc1nc(N2N=C(c3ccc(Cl)cc3)CC2c2ccco2)sc1C(=O)N(C)C (configuration not stated) | 5 | -17 | 1 | 2 | 44 | 13 | 0.9 | 28 | -6
COc1ccc(NC(=O)Nc2cc(C)ccc2OC)cc1 | 1 | 23 | -1 | 8 | 40 | 26 | 3.6 | 29 | -11
Cc1c(C(=O)NCc2ccccc2F)oc2ccccc12 | -3 | -20 | -3 | -8 | 16 | 8 | 0.9 | 23 | -53
Cn1cc(CN2CCCC(C(=O)c3ccc(-c4ccccc4)cc3)C2)cn1 (configuration not stated) | 1 | 6 | -2 | -13 | -225 | -35 | -2.4 | -14 | -9
COc1cc(C(=S)N2CCCC2)ccc1O | 0 | -21 | -4 | 3 | 18 | -14 | 3.6 | 15 | 6

Part of the list above in order of molar mass, rising:
SMILES | UPR XBP1 act | Mdm2 MdmX PPI | APJ ag | CXCR6 inh | tim23-1 inh | TIM10 inh | CHOP UPR activ | tim10-1 inh | APJ antag
COc1cc(C(=S)N2CCCC2)ccc1O | 0 | -21 | -4 | 3 | 18 | -14 | 3.6 | 15 | 6
CCN(CC)c1ccc(C=Nc2ccc(C)cc2C)c(O)c1 | 0 | 8 | 4 | 2 | 15 | -7 | 6.7 | 9 | 7
Cc1cnc(C(=O)OCC(=O)Nc2cc(-c3cc(C)c(C)cc3C)nn2-c2ccccc2)cn1 | 1 | 20 | 0 | 2 | 11 | 9 | -0.7 | 3 | -6
CCOc1ccc(CNC(=O)c2ccc(Sc3ccc(C)cc3)c(NC(C)=O)c2)cc1OC | -3 | 31 | -2 | -2 | 4 | 4 | -0.5 | 6 | -8

High-throughput results (PubChem)
